# C-LANA FP: inhibitors of KSHV LANA C-terminal domain DNA binding. MBP-C-LANA/FAM-LBS DNA binding, fluorescence polarization. inhibition, % at 9 µM. hit rate 0.078% among 340,000;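 active = highest replicate inhibition at or above 60% at 9 µM, even if other replicates fall short; inactive = all replicates below 60% inhibition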;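 note: 0% = neutral control wells and 100% = 4 µM acridine orange control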
# HTR5A ag: counter-screen for OPRM1-OPRD1 agonists: human HTR5A agonism; P47898; HTR5A agonist assay, luminescence, cell-based; hit rate 0.61% among 340,000; AID 504692; activation, % at 9.3 µM; in the data active = activation mostly above about 9.5%, no sharp cut-off; inactive = mostly below about 7.6%;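 note: 0% = cells with vehicle only and 100% = reference agonist; strong numbers were not always called active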
# Keap1-Nrf2 PPI: disrupts human Keap1 binding to Nrf2 peptide. Keap1 Kelch-Nrf2 peptide fluorescence polarization, 1536-well. hit rate 0.15% among 340,000. Q14145. AID 504523. inhibition, % at 9.4 µM; in the data active = inhibition above about 12%; inconclusive = no clear call, values can overlap the other calls; inactive = below about 7.3%;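 note: human Keap1 Kelch domain with fluorescein labeled Nrf2 9mer peptide probe; 0% = neutral control wells and 100% = peptide positive control; higher means more block of Keap1 binding to Nrf2 peptide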
# CAL PDZ FP: blocks peptide binding to the human CAL PDZ domain; Q9HD26; purified CAL PDZ, TMR-peptide fluorescence polarization, 1 h; inhibition, % at 24.9 µM; hit rate 0.92% among 300,000; AID 602252;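 active = mean inhibition of at least 30% with at least half of replicates also reaching 30%; inconclusive = no clear call, values can overlap the other calls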;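 note: 0% = DMSO neutral control and 100% = excess unlabeled competitor peptide PRC23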
# OPRM1-OPRD1 ag: OPRM1-OPRD1 heterodimerization agonism; cells, luminescence; P35372+P41143; activation, % at 9.3 µM; hit rate 0.3% among 340,000; in the data active = activation above about 18%;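 note: 0% = vehicle-treated cells and 100% = reference agonist; values of inactives mirror those of a sister screen read the other way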
# Target sequence (P35372 whole entry, looked up): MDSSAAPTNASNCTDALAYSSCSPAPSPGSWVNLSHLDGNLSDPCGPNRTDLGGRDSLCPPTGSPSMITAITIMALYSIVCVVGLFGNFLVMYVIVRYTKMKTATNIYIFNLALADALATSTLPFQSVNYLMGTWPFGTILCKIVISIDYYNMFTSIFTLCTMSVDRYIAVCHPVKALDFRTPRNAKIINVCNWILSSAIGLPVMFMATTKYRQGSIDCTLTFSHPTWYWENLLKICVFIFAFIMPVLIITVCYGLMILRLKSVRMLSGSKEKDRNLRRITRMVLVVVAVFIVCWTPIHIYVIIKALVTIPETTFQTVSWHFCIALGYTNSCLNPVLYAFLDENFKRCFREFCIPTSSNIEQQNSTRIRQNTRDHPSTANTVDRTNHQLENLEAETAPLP
# Target sequence (P41143 whole entry, looked up): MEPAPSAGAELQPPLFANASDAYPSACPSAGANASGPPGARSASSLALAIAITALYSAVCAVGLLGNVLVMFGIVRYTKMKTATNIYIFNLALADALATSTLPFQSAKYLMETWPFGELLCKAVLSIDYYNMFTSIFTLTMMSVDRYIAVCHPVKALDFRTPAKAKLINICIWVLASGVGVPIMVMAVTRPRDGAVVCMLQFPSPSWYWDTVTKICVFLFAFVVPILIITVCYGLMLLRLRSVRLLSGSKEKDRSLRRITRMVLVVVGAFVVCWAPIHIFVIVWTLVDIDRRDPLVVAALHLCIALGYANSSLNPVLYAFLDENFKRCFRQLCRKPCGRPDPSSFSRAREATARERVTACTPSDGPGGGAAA
# RTF Ca sens inh: cardiac RTF calcium desensitization | P19429+P45379 | IANBD-labeled cardiac RTF, Ca2+ fluorescence | inhibition, % at 7.15 µM | hit rate 0.12% among 340,000;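 active = inhibition above the mean inhibition of all tested compounds plus 3 SD, cut at about 17% in these data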;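 note: assay run at fixed EC70 calcium of 1.6 mM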
# V-ATPase pH: alters yeast V-ATPase proton transport | S. cerevisiae, pHLuorin cytosolic pH fluorescence | response, % at 10 µM | hit rate 0.37% among 350,000; in the data active = response mostly above about 7.3%, no sharp cut-off; inactive = mostly below about 5.4%; note: actives read high; inactives centre near 0; some compounds called inactive have numbers as strong as hits; reference of the scale not given here
# MOR-DOR inv ag: inverse agonist of human OPRM1-OPRD1 heterodimerization | P35372+P41143 | cell-based MOR-DOR heterodimer luminescence, inverse agonism | inhibition, % at 9.3 µM | hit rate 0.21% among 340,000 | AID 504357; in the data active = inhibition above about 22%, passing the limit was not always enough;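 note: 0% = cells with DMSO and 100% = wells without cells with DMSO; values of inactives mirror those of a sister screen read the other way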
# HTR5A inv ctr: counter-screen for OPRM1-OPRD1 inverse agonists: human HTR5A inverse agonism; HTR5A cell line, luminescence; hit rate 0.083% among 340,000; P47898; inhibition, % at 9.3 µM; in the data active = inhibition mostly above about 23%, no sharp cut-off; inactive = mostly below about 18%;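 note: 0% = cells with DMSO and 100% = no-cell wells with DMSO; some compounds called inactive have numbers as strong as hits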
# RTF Ca sens act: increases calcium sensitivity of human cardiac regulated thin filaments; activation, % at 7.2 µM; IANBD-labeled TnC RTF fluorescence at EC20 calcium; 0% EC20 calcium, 100% full calcium; AID 493008; P19429+P45379; hit rate 0.24% among 340,000;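 active = activation above the mean over all tested compounds plus 3 SD, cut at about 30% in these data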;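 note: rise in fluorescence read as greater calcium sensitivity of cardiac thin filaments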
# Numbers without * were called inactive; ? = inconclusive; / = not tested or not shown; & = joins results of further samples.
Compound,Keap1-Nrf2 PPI,C-LANA FP,RTF Ca sens inh,HTR5A inv ctr,HTR5A ag,RTF Ca sens act,CAL PDZ FP,OPRM1-OPRD1 ag,MOR-DOR inv ag,V-ATPase pH
COc1ccc(OC)c(S(=O)(=O)N2c3cc(F)ccc3CCC2C)c1 (configuration not stated),2.9,-2.3,-9.6,-4.7,2.5,5.3,-2.2,1.0,-5.5,-6.4
CNc1ccc(N=Nc2cccc3ncccc23)cc1,?,2.6,-4.0,0.6,-0.1,-8.1,-0.2,-2.1,11.2,3.0
Cc1cc(NC(=O)CCSc2nc(-c3ccco3)cc(C(F)(F)F)n2)n(-c2ccccc2)n1,-0.6,0.8,-1.2,-10.9,-6.5,0.3,1.1,0.0,-0.1,0.9
OC(COc1ccc2ccccc2c1Cl)CN1CCOCC1 (configuration not stated),-3.1,-1.1,-5.7,14.9,0.4,1.9,-0.1,-0.1,0.7,0.5
N#C/C(=C/C=C/c1ccccc1)C(=O)Nc1ccccc1,2.5,0.1,9.0,0.0,3.5,0.5,-2.9,0.7,-3.6,0.8
CCOC(=O)c1nc2nc(-c3cccs3)cc(C(F)(F)F)n2n1,-0.7,3.0,5.0,-9.8,4.7,-1.9,-3.9,-0.4,2.3,-6.2
OC(COC(c1ccccc1)c1ccccc1)CN1CCCCC1 (configuration not stated),-3.5,0.1,-7.1,8.3,-2.7,-1.5,-0.1,0.0,-0.2,-0.9
O=C(O)c1cccc(S(=O)(=O)N2CCN(Cc3ccc4c(c3)OCO4)CC2)c1,0.9,-1.2,-3.5,16.7,-3.6,-8.9,-1.7,-1.8,11.4,2.7
N#C/C(=N\Nc1ccc([N+](=O)[O-])cc1)C(N)=S,-5.9,-5.7,9.1,21.0,1.0,-12.3,-3.3,-4.7,25.1,0.9
COc1ccccc1-n1c(-c2ccccc2)c[n+]2c1CCc1ccccc1-2,2.6&-2.8,-0.1&0.3,-7.5&-0.4,-9.8&2.7,3.5&-1.0,0.5&-3.3,-6.4&-4.1,0.8&-1.4,-5.5&6.6,-1.7&-8.7
CC1(C)Cc2cccc(OCC(=O)Nc3ccc(OCC(N)=O)cc3)c2O1,1.2,0.3,-2.8,-25.6,9.9,-0.4,-3.7,-1.5,7.2,-1.2
CCN(CC)S(=O)(=O)c1cccc(C(=O)NCC(c2ccccc2)N(C)C)c1 (configuration not stated),1.5,1.2,-1.6,9.3,-3.4,-2.9,-4.5,-0.4,2.3,-3.0
O=C(Nc1ccccc1)/C(=C1\CCCN1)[N+](=O)[O-],-0.5,-1.6,-25.6,36.6,0.3,2.7,-0.1,0.4,-1.8,0.8
O=C(C1CCN(S(=O)(=O)c2cccs2)CC1)N1CCN(c2ccccc2O)CC1,0.3,0.7,2.2,-26.0,10.7,-1.0,-8.1,-1.8,7.3,1.7
CCn1ncc([N+](=O)[O-])c1C(=O)Nc1c(C)cccc1C,-3.7,-1.1,-9.6,-2.3,0.6,-1.8,-6.1,0.0,0.1,0.8
Cc1nn(-c2ccccc2)c2c1C1(C(=O)N(C)c3ccccc31)C(C#N)=C(N)O2 (configuration not stated),-4.8,0.6,-3.1,-10.6,4.0,0.5,/,2.9,-17.1,-1.5
CC1(C)CC(NC(=O)c2ccccc2C(=O)NC2CC(C)(C)NC(C)(C)C2)CC(C)(C)N1,-8.5,-1.5,-13.3,-18.4,6.9,-2.5,1.9,0.5,-3.6,2.5
COc1ccc([N+](=O)[O-])cc1NC(=O)C(C)OC(=O)c1cccnc1 (configuration not stated),-2.0,2.8,7.9,17.2,1.4,-3.4,-0.9,-1.4,10.3,-0.8
Cc1csc(SCC(=O)Nc2nccs2)n1,2.4,-0.8,-0.8,-4.6,-3.2,7.0,-3.6,-3.8,20.5,0.9
CCC1CCCCN1CC(C)(C)NS(=O)(=O)c1ccccc1 (configuration not stated),-3.2,1.5,9.1,4.0,-1.5,4.3,6.4,-1.0,5.1,3.2
CCOC(=O)c1sc(N2C(=O)C(O)=C(C(=O)c3ccc(C)o3)C2c2cccc([N+](=O)[O-])c2)nc1C (configuration not stated),-6.7,0.6,4.9,-28.4,7.8,3.6,-8.0,-0.3,1.6,-0.9
COc1ccccc1C(=O)N/C(=C/c1ccc(Br)cc1)C(=O)NCCCn1ccnc1,1.4,-0.4,-3.2,11.7,-2.1,-4.8,10.4,-2.2,11.3,-4.7
O=C(O)c1cccc(-n2cnnn2)c1,-2.1,-1.7,-2.6,0.2,-0.1,-9.6,0.2,-2.8,11.4,8.8
CCOC(=O)c1c[nH]c2c3c(ccc2c1=O)CCCC3,1.0,1.1,0.3,-0.8,4.3,-1.2,/,0.6,-2.5,1.1
COC(=O)c1ccc(CSc2nnc(-c3ccncc3)n2Cc2ccccc2)o1,3.9,1.6,0.0,20.8,-1.2,1.0,-1.2,-1.6,9.2,1.0
CCCCn1c(N)c(N(CC(C)C)C(=O)CCS(=O)(=O)c2ccc(C)cc2)c(=O)[nH]c1=O,-4.1,-1.0,-25.5,-6.8,2.8,-0.1,0.8,-2.0,10.5,-5.9
CCc1noc(C)c1C(=O)N(CC(C)C)c1c(N)n(Cc2ccccc2)c(=O)[nH]c1=O,-2.2,-1.2,-6.9,3.6,-4.8,-5.6,1.3,-0.3,2.0,-3.2
CCOc1ccccc1-n1c(SCC(=O)NC)nnc1-c1ccco1,-3.3,0.9,-0.3,3.6,0.7,-1.7,-0.1,-2.3,13.0,-1.7
COc1ccc(NCC(=O)N/N=C/C=C/c2ccccc2[N+](=O)[O-])cc1,2.1,0.2,-0.5,13.2,1.5,1.5,0.1,0.7,-3.4,-3.3
CCN(CC)S(=O)(=O)c1cccc(C(=O)N[C@H](C(=O)OCC(N)=O)C(C)C)c1,3.3,0.6,-9.3,-0.9,-4.2,-7.3,0.7,-1.4,8.0,-0.9
CCOc1ccc(CC(=N)C2=C(O)CC(C)(C)CC2=O)cc1OCC,-3.7,0.6,1.5,-6.0,2.4,4.0,-0.2,-2.2,11.7,5.5
COCCCNC(=O)CC1C[C@H](C(=O)N2CCCCC2)[C@@]2(CCc3ccccc3)c3[nH]c4ccccc4c3CCN2C1=O (some centres not stated),-0.3,-0.4,0.6,-5.8,1.7,-7.8,-0.3,-0.8,3.6,-2.2
Cc1nn(CCCC(=O)O)c(C)c1[N+](=O)[O-],1.9,1.6,-0.6,-4.9,-2.1,5.5,/,-2.5,13.1,0.5
COc1ccc(NC(=O)CS(=O)CC(=O)NCc2cccc(C(F)(F)F)c2)cc1 (configuration not stated),1.4,-0.4,-0.2,-12.7,-0.5,-4.7,/,-3.0,15.2,-1.7
CCOc1cc(C=O)ccc1OCC(=O)N1CCCC1,-4.6,-1.6,-4.7,0.1,6.0,6.4,/,-2.1,10.6,-1.0
Cc1ccc2c(c1)sc1nc(=O)ccn12,1.9,2.9,-3.1,0.0,0.0,2.8,4.4,-0.9,4.4,1.3
O=C(Cn1ccc2ccccc2c1=O)N1CCN(Cc2ccc3c(c2)OCO3)CC1,-8.4,3.0,-5.9,14.7,4.1,0.8,-0.5,-0.9,5.1,6.1
Cc1onc(-c2ccccc2)c1C(O)c1ccc(F)cc1 (configuration not stated),1.8,-2.9,-8.0,-5.3,1.4,-1.0,0.5,-1.5,7.4,-2.3
CCS(=O)(=O)N1CCC(C(=O)OCC(=O)c2ccc(Br)cc2)CC1,2.6,1.0,-11.5,6.0,-2.7,-2.5,0.5,-7.0,35.2*,6.2
CCOc1ccc(N/C=C/C(=O)c2cc(OC)c(OC)c(OC)c2)cc1,-2.5,-2.0,-12.4,-1.0,0.3,7.4,/,-0.9,4.0,4.6
CCCN(CCC)CC(C)(C)NS(=O)(=O)c1ccc(Cl)cc1,-5.0,-1.9,-2.7,15.9,-5.8,-0.4,69.8*,2.1,-11.3,0.4
CCOC(=O)c1ccc(S(=O)(=O)NNC(=O)Cc2csc(C)n2)cc1,2.2,-0.5,-5.9,18.2,-7.3,-2.8,-6.8,-2.6,10.0,1.6
CCOC(=O)c1c(NC(=S)Nc2cccc(C)c2)sc2c1CC(C)(C)SC2,-5.8,-3.5,-17.3,1.6,0.8,7.5,-0.7,-0.6,3.1,4.8
O=C(C1CCCO1)N1CCN(C(=S)Nc2cc(F)cc(F)c2)CC1 (configuration not stated),5.3,1.5,-1.5,-9.3,0.2,0.8,-1.8,-1.2,6.4,1.4
CCS(=O)(=O)c1nc(S(=O)(=O)c2ccc(Cl)cc2)c(N2CCCC2)s1,-2.1,0.5,0.8,-13.5,0.9,-4.2,2.7,-3.9,19.8,-1.4

# One compound at a time (already shown). Order of values: Keap1-Nrf2 PPI, C-LANA FP, RTF Ca sens inh, HTR5A inv ctr, HTR5A ag, RTF Ca sens act, CAL PDZ FP, OPRM1-OPRD1 ag, MOR-DOR inv ag, V-ATPase pH
# Cc1ccc2c(c1)sc1nc(=O)ccn12 across the screens: 1.9, 2.9, -3.1, 0.0, 0.0, 2.8, 4.4, -0.9, 4.4, 1.3
# Cc1nn(CCCC(=O)O)c(C)c1[N+](=O)[O-] across the screens: 1.9, 1.6, -0.6, -4.9, -2.1, 5.5, /, -2.5, 13.1, 0.5

# Later entries:
Compound,Keap1-Nrf2 PPI,C-LANA FP,RTF Ca sens inh,HTR5A inv ctr,HTR5A ag,RTF Ca sens act,CAL PDZ FP,OPRM1-OPRD1 ag,MOR-DOR inv ag,V-ATPase pH
Cc1ccc(NC(=O)c2sc3nc(CCl)[nH]c(=O)c3c2C)c(C)c1,-4.1,0.9,-2.0,-11.8,4.2,1.1,-4.3,-1.5,7.2,3.1
COc1ccc([C@H]2CC(=O)C=C(c3ccc4c5c(cccc35)CC4)C2)cc1,-3.0,-0.6,-6.4,-3.1,1.2,2.0,-4.3,1.0,-6.0,1.0
COCCn1c(C)cc(C(=O)CSc2ccc(NC(C)=O)cc2)c1C,0.3,1.1,3.8,-1.8,0.9,-0.7,-4.7,0.4,-2.7,-3.1
CSc1ccc(C=O)cc1,-5.0,0.2,-8.1,-14.0,3.3,-2.7,0.9,-2.3,12.5,2.5
Cc1sc2ncnc(Nc3ccc(O)cc3)c2c1C,1.3,-1.8,0.6,12.1,-3.1,-1.9,-0.3,-3.0,15.3,-1.8
N#CCCN(CCC#N)C(=O)c1ccc2c(c1)OCO2,-0.2,0.2,-2.1,-11.8,-1.8,5.2,-3.5,-3.5,16.1,2.3
CN(c1cccc(Cl)c1)S(=O)(=O)c1cccc(C(=O)NCc2ccncc2)c1,7.4,4.5,-6.3,2.0,-0.6,-6.3,/,-1.2,6.4,0.4
CNc1ccc(S(=O)(=O)NCC(=O)OC(C)C(=O)N(C)Cc2ccccc2)cc1[N+](=O)[O-] (configuration not stated),1.8,0.2,-6.4,5.6,0.9,3.3,/,0.2,-1.0,0.7
COc1ccc(N2CCC(N3CCN(C)C(CCO)C3)CC2)cc1 (configuration not stated),-4.8,-2.8,-8.2,3.2,-0.9,-1.9,-6.3,-2.6,12.5,0.1

# Screening results deposited in PubChem by several laboratories.
